Cneo AK release: causes C. neoformans cell lysis; adenylate kinase release luminescence, 4 h; normalised: neutral wells 0, clomiphene wells 100; 360,000 compounds, 0.2% hits; AID 651654; lysis activity, % at 15 µM;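 active means mean lysis activity across replicates of at least 80%, whatever share of replicates individually reach that level; inactive means mean lysis activity below 80%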
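Material: C. neoformans cells; Schedule: 4 h static compound exposure, 37 °C, read 1 h post-reagent; Measured by: adenylate kinase release luminescence; Read-out: signal increase indicating cell lysis; Controls: Clomiphene as positive lysis control.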
PGC1a acetyl inh: PGC1a acetylation modulation, inhibitor mode; U2OS PGC1a acetylation, AlphaScreen anti-acetyl-lysine; with virally co-expressed GCN5 acetyltransferase; inhibition, % at 15.6 µM; 350,000 compounds, 0.17% hits;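 active means every replicate shows inhibition of at least 40%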;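 further: 0% = neutral control wells and 100% = positive control wells; some results beyond the cut were filed as inactive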
PAX8 inh HTS: lowers PAX8-driven luciferase in RMG-I cells; 360,000 compounds, 1.2% hits; RMG-I TPO-luciferase reporter, SteadyGlo, 24 h; AID 652154; inhibition, % at 12.6 µM;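 active means mean replicate inhibition at least 60% with every replicate also reaching 60%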;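 further: luciferase light reporting Pax8 driven TPO promoter activity; plate controls were median of neutral control wells for no effect and mitoxantrone controls for full effect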
EWS-Fli block: inhibitors of EWS/Fli oncoprotein transcriptional activity | A673 NR0B1-luciferase reporter, viability-normalised | inhibition, % at 12.6 µM | 350,000 compounds, 0.67% hits;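 active means mean inhibition of at least 50% after viability correction, with every replicate also passing that limit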;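 further: firefly luciferase signal divided by Alamar Blue viability fluorescence both relative to DMSO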
FN deposition inh: fibronectin deposition inhibition; AH1F fibroblasts, Alexa488-fibronectin deposition fluorescence, overnight; 350,000 compounds, 0.086% hits; inhibition, % at 12.6 µM;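 active means mean inhibition across replicates of 30% or more, regardless of how many single replicates reach that level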;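 further: positive control wells lacked labelled fibronectin entirely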
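Material: AH1F fibroblast monolayer depositing Alexa488-labelled fibronectin into matrix | Input: 10000 AH1F cells/well | Medium: DMEM plus 2% serum, read in PBS | Reagent: Alexa488-fibronectin, 24 nM final in well | Compound dosing: One dose per compound, pinned | Schedule: 1 h adhesion, overnight exposure | Measured by: Fluorescence at 485 nm excitation, 525 nm emission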
miR-122 sensor: inhibitors of miR-122 in Huh7 cells; Huh7 miR-122 Renilla luciferase sensor, 48 h; neutral wells = 0, positive control = 100; activation (reporter increase), % at 12.5 µM; 340,000 compounds, 0.3% hits;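 active means mean replicate activation score at least 90 and every replicate individually at or above 90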;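 further: higher luciferase means less miR-122 activity so hits act as miR-122 inhibitors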
LGR2 antag: Drosophila LGR2 receptor signaling inhibition. AID 720647. 380,000 compounds, 0.35% hits. HEK293 LGR2, CRE-luciferase, bursicon-stimulated, 4 h. inhibition, % at 9.99 µM;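 active means drop in luminescence signal, shown as inhibition above about 50% in the replicate tests, limit read from the data, passing the limit was not always enough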;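 further: agonist challenge used bursicon conditioned medium at about half maximal strength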
CASP6 VEID inh: caspase-6 (human) enzyme inhibition | 350,000 compounds, 0.53% hits | inhibition, % at 12.5 µM | purified caspase-6, Z-VEID-R110 cleavage fluorescence | P55212;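 active means mean inhibition across replicates at least about 35%, with every replicate also reaching that limit, limit read from the data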;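 further: 0% = median of neutral control wells and 100% = no fluorescence left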
Target sequence (P55212 24-179 limits assumed): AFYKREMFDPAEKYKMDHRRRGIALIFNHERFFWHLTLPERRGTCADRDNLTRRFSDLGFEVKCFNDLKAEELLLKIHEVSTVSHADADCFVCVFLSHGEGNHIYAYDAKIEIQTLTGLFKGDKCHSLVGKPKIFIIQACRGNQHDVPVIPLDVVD
Target sequence (P55212 194-293 limits assumed): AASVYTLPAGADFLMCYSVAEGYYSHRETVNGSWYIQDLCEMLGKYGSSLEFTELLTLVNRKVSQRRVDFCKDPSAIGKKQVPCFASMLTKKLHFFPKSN
* hit, by the source's call; · = not tested or not shown; [ ] = remark or other dose.

molecule	PAX8 inh HTS	Cneo AK release	LGR2 antag	CASP6 VEID inh	PGC1a acetyl inh	EWS-Fli block	miR-122 sensor	FN deposition inh
O=S(=O)(Nc1ccc(-c2ccc3nncn3n2)cc1)c1ccccc1F	-20	0	17	-2	·	4	5	·
C[C@@H]1CN([C@H](C)CO)C(=O)Cc2cc(NC(=O)Nc3ccc(C(F)(F)F)cc3)ccc2O[C@H]1CN(C)Cc1ccncc1	-15	2	-2	0	-7	·	-1[16.7 µM]	·
CSc1nc2ccc(NS(=O)(=O)c3cccc(Cl)c3Cl)cc2s1	-1	-8	8	3	2	6	10	·
CC(C)CCn1c(N)c(S(=O)(=O)c2cccs2)c2nc3ccccc3nc21	·	5	31	8	-7	15	69	·
Cc1cc(C)cc(NC(=O)N2CCN(S(C)(=O)=O)CC2)c1	2	·	19	1	-1	-8	·	-2
COc1ccc(NS(=O)(=O)c2c(F)cccc2F)cc1S(=O)(=O)N1CCOCC1	13	-1	-5	6	0	9	25	1
CC1=C(C(=O)OCCOC(C)C)C(c2cc3c(cc2Br)OCO3)C2=C(CCCC2=O)N1 (stereo unspecified)	·	-2	·	·	-12	·	-1	-2
O=C(C[C@H]1C[C@@H]2c3cc(NC(=O)C4CCOCC4)ccc3O[C@@H]2[C@@H](CO)O1)NCC(F)(F)F	0	20	-8	-1	2	1	-4[16.7 µM]	·
COCCNc1nc(NCCCN(C)C)c2sccc2n1	-5	0	-10	-14	·	0	-3	8
COc1ccc(NC(=O)Cn2nc(C)c3ccccc3c2=O)cc1	-3	2	1	0	-6	-5	2	1
O=C(C[C@@H]1CC[C@H]2[C@@H](COC[C@@H](O)CN2Cc2cccc(Cl)c2)O1)N1CCOCC1	-4	-1	-44	1	3	-8	1[16.7 µM]	-9
O=C(O)c1cccc(S(=O)(=O)Nc2ccc3c(c2)CCC3)c1	12	3	-16	-1	17	-9	0	3
O=C(COC(=O)CCc1c[nH]c2ccccc12)NCCc1ccccc1	-5	2	-2	1	7	3	·	-3
C/C(=N\S(=O)(=O)c1ccc(C)cc1)N(C)C	-5	·	-9	6	-1	-1	-2	-9
Cc1cc(C)n(-c2ccc(F)cc2)c(=O)c1C#N	16	·	12	16	4	-6	3	-11
CC(C)COC(=O)N(C)C[C@@H]1OCc2ccccc2-c2ccccc2C(=O)N([C@H](C)CO)C[C@H]1C	12	-1	8	2	-7	2	·	-20
CCN(CC)c1ccc2ccc(=O)oc2c1	-28	·	-7	1	-7	-7	-2	2
NCC[C@@H]1CC[C@@H](NC(=O)C2CC2)[C@@H](CO)O1	·	·	10	0	-9	-1	·	3
O=C(NC1CCCC1)[C@H]1[C@H](CO)[C@H]2Cn3c(ccc(-c4ccc(F)cc4)c3=O)[C@@H]1N2Cc1cocn1	1	1	-4	0	·	5	3[16.7 µM]	11
CC(=O)Nc1ccc(NC(=O)c2nccnc2C(=O)O)cn1	12	1	7	3	3	-7	6	-1
CO[C@H]1[C@@H]2C=CO[C@@H](O[C@H]3O[C@@H](CO)[C@H](O)[C@@H](O)[C@@H]3O)[C@@H]2[C@@]2(CO)O[C@@H]12	-10	2	4	-9	5	-8	0	-3
COc1cc2cc(CN(CCCO)S(=O)(=O)c3ccccc3Cl)c(=O)[nH]c2cc1OC	·	·	·	1	-6	6	-1	·
O=C(Nc1ccccc1Cl)c1cc(C2CCCN(C(=O)c3cccs3)C2)on1 (stereo unspecified)	-28	-4	11	1	1	1	-3	·
COc1ccccc1-c1cn(CC[C@H]2CC[C@@H](NC(=O)NC(C)C)[C@@H](CO)O2)nn1	13	0	39	-2	4	-1	·	-6

In a second layout: 2 of the compounds above.
Every second line gives: PAX8 inh HTS, Cneo AK release, LGR2 antag, CASP6 VEID inh, PGC1a acetyl inh, EWS-Fli block, miR-122 sensor, FN deposition inh
- C[C@@H]1CN([C@H](C)CO)C(=O)Cc2cc(NC(=O)Nc3ccc(C(F)(F)F)cc3)ccc2O[C@H]1CN(C)Cc1ccncc1
    -15, 2, -2, 0, -7, ·, -1[16.7 µM], ·
- CO[C@H]1[C@@H]2C=CO[C@@H](O[C@H]3O[C@@H](CO)[C@H](O)[C@@H](O)[C@@H]3O)[C@@H]2[C@@]2(CO)O[C@@H]12
    -10, 2, 4, -9, 5, -8, 0, -3

Going on with the list.
molecule	PAX8 inh HTS	Cneo AK release	LGR2 antag	CASP6 VEID inh	PGC1a acetyl inh	EWS-Fli block	miR-122 sensor	FN deposition inh
Cn1c(-c2ccccc2)c(/C=N/NC(=O)c2ccc(O)cc2)c2ccccc21	6	-8	-35	0	-7	-22	1	-11
CCOC(=O)[C@]12CCCC=C1N(Cc1cccc3ccccc13)C(=O)[C@H](CC(=O)NCc1ccc(C)o1)C2	24	·	3	-3	·	4	·	7
COc1ccccc1-c1cc(C(=O)N2CCN(c3ccccc3)CC2)no1	4	1	-18	1	·	-8	·	-3
CCCc1cc(C(=O)Nc2ccccc2C(=O)OC)no1	-5	1	-28	1	·	-70	·	-2
O=C(O)CCN1C(=O)c2ccc(NC(=O)CSCc3ccccc3)cc2C1=O	-13	·	3	4	·	5	·	-3
Cc1cc(Nc2ccc(N(C)C)cc2)n2ncnc2n1	-8	-1	-13	-1	·	-26	·	10
O=C(NC[C@@H]1[C@H](c2ccccc2)[C@@H](CO)N1Cc1cccnc1)c1ccccn1	-5	8	16	5	0	-12	-42[16.7 µM]	5
COc1ccc(/C=C2\SC(=S)N(CCC(=O)N3CCOCC3)C2=O)cc1OC	9	-1	22	-1	-9	0	2	·
COc1cccc(C(=O)Nc2ccc3c(c2)C(=O)N(C)[C@@H]2CC[C@@H](CC(=O)NCc4ccccc4F)O[C@H]2CO3)c1	-2	·	1	·	0	5	12[16.7 µM]	2
COC(=O)CN(C#N)c1nc(OC)nc(N(C)C)n1	14	3	·	·	9	·	-5	-3
COc1ccc(NC(=O)CSc2nc3c(c(=O)n2-c2ccccc2OC)SCC3)cc1	14	0	·	-1	·	12	·	10
CNC(=O)C[C@H]1CC[C@H]2[C@@H](COc3ccc(NC(=O)c4cc(F)cc(F)c4)cc3C(=O)N2C)O1	-14	-2	-6	0	-1	-6	-28[16.7 µM]	-5
Cc1ccc(F)c(S(=O)(=O)NC(=O)C2(C)CCN2C(=O)Cc2cc(F)ccc2F)c1 (stereo unspecified)	16	1	-2	-3	·	-5	·	·
O=C(O)CCCC(=O)N1CCc2cc(S(=O)(=O)N3CCc4ccccc43)ccc21	1	0	-6	0	-10	5	50	7
Fc1ccc(Cc2nnc(-c3cccs3)o2)cc1	-71	0	-33	2	·	-51	-1	4
Cc1noc(C)c1NC(=O)Nc1cccc2c1O[C@H](CN(C)Cc1ccc(C(=O)O)cc1)[C@H](C)CN([C@@H](C)CO)C2=O	·	-4	40	0	5	-13	12[16.7 µM]	·

Arranged by formula weight (descending): 3 of the compounds above
molecule	PAX8 inh HTS	Cneo AK release	LGR2 antag	CASP6 VEID inh	PGC1a acetyl inh	EWS-Fli block	miR-122 sensor	FN deposition inh
Cc1noc(C)c1NC(=O)Nc1cccc2c1O[C@H](CN(C)Cc1ccc(C(=O)O)cc1)[C@H](C)CN([C@@H](C)CO)C2=O	·	-4	40	0	5	-13	12[16.7 µM]	·
CNC(=O)C[C@H]1CC[C@H]2[C@@H](COc3ccc(NC(=O)c4cc(F)cc(F)c4)cc3C(=O)N2C)O1	-14	-2	-6	0	-1	-6	-28[16.7 µM]	-5
COC(=O)CN(C#N)c1nc(OC)nc(N(C)C)n1	14	3	·	·	9	·	-5	-3

(continued)
molecule	PAX8 inh HTS	Cneo AK release	LGR2 antag	CASP6 VEID inh	PGC1a acetyl inh	EWS-Fli block	miR-122 sensor	FN deposition inh
CCCN1C[C@@H](C)[C@@H](OC)CN(C)C(=O)c2cc(NC(=O)Nc3cccc(F)c3)ccc2OC[C@H]1C	-12	2	6	·	-1	0	4[16.7 µM]	9
O=C(NCCCN1CCOCC1)c1ccc2c(c1)N(Cc1ccccc1F)C(=O)c1ccccc1S2=O (stereo unspecified)	1	3	17	1	-20	7	-2	-8
CCNC(=O)C[C@H]1CC[C@H]2[C@@H](COC[C@H](O)CN2C(=O)c2ccccn2)O1	-14	5	2	5	19	-1	-7[16.7 µM]	2
C=CCn1c(SCCOc2ccc(OC)cc2)nnc1C(NC(=O)c1ccc(OC)cc1)C(C)C (stereo unspecified)	·	-1	7	·	-5	·	-7	2
C[C@@H]1CCCCO[C@H](CN(C)C(=O)c2ccccc2)[C@@H](C)CN([C@@H](C)CO)C(=O)c2cc(NC(=O)Nc3cccc4ccccc34)ccc2O1	·	-4	24	-1	6	6	-5[16.7 µM]	·
COc1ccc(CC2(CO)CCN(CC3=CC[C@H]4C[C@@H]3C4(C)C)CC2)cc1	-19	·	-15	1	·	0	·	3
COc1ccc(Cc2c(C(C)(C)C)nc3cc(C)c(Br)c(C)n23)c(C)c1	17	·	13	-3	·	8	·	-3
O=C(Nc1nc2ccc(S(=O)(=O)N3CCCC3)cc2s1)C1CCCO1 (stereo unspecified)	1	0	·	·	7	·	-8	·

Grouped by structure: the entries above containing a CF3 group (two)
molecule	PAX8 inh HTS	Cneo AK release	LGR2 antag	CASP6 VEID inh	PGC1a acetyl inh	EWS-Fli block	miR-122 sensor	FN deposition inh
C[C@@H]1CN([C@H](C)CO)C(=O)Cc2cc(NC(=O)Nc3ccc(C(F)(F)F)cc3)ccc2O[C@H]1CN(C)Cc1ccncc1	-15	2	-2	0	-7	·	-1[16.7 µM]	·
O=C(C[C@H]1C[C@@H]2c3cc(NC(=O)C4CCOCC4)ccc3O[C@@H]2[C@@H](CO)O1)NCC(F)(F)F	0	20	-8	-1	2	1	-4[16.7 µM]	·

Following part:
molecule	PAX8 inh HTS	Cneo AK release	LGR2 antag	CASP6 VEID inh	PGC1a acetyl inh	EWS-Fli block	miR-122 sensor	FN deposition inh
COc1ccc(OCC(=O)Nc2cc(-c3nn(C)c(=O)c4ccccc34)ccc2OC)cc1	33	-1	·	·	-17	·	-3	14
O=C(NCc1cccnc1)c1ccc(S(=O)(=O)Nc2ccccc2)cc1	19	-1	-11	0	·	-2	9	3
O=C(c1ccc(S(=O)(=O)c2ccc(F)cc2)c([N+](=O)[O-])c1)N1CCCCCC1	-24	3	46	0	27	-14	-4	1
O=C1OC(Oc2ccc(Br)cc2)(c2ccccc2)c2ccccc21 (stereo unspecified)	37	0	-17	-1	-58	-8	7	-2

Bioassay records (PubChem BioAssay)
